High-throughput results: PubChem, National Center for Advancing Translational Sciences (NCATS)
ERK EGF block: inhibitors of EGF-stimulated ERK signaling pathway; HEK293-V1b, EGF-stimulated phospho-ERK AlphaScreen; Potency, µM (highest dose often 11.5 µM), inactives show at the highest dose activity change, negative = inhibition, most hits filed as inhibitors; 130,000 compounds, 0.41% hits; active = well fitted inhibition curve with a large enough effect; inconclusive = small, poorly fitted or top-dose-only effect, or effect the other way;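 note: plate controls were stimulated vehicle wells for no effect and unstimulated vehicle basal for full effect; nearly all actives have a fitted effect of over 55% in size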
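HEK293 cells stably expressing V1b receptor, serum-reduced (1% FBS) overnight, pretreated 30 min with compound, then stimulated 5 min with 25 nM EGF; phospho-ERK detected by AlphaScreen SureFire. AC50 from Hill fits, normalized to DMSO and EGF.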
An asterisk follows results filed as active; ? = inconclusive; [ ] = remark or other dose. Potency is the fitted concentration of half-maximal effect.

structure | ERK EGF block
OCCC1CN(Cc2c(O)ccc3ccccc23)CCN1CCc1ccccc1 (configuration not stated) | 3%
CCOC(=O)C(=O)N/N=C/c1cccc(Br)c1 | -10%[57.5 µM]
Nc1ccc(C(=O)NCC(=O)O)cc1 | -1%
Cc1[nH]c2ccc(C(=O)NCC(C)(C)N3CCOCC3)cc2c1C | 38%
CCOC(=O)c1[nH]nc(N)c1NC(=O)c1ccc(Cl)cc1Cl | 6%
CCc1ccc(NC(=O)C(=O)N/N=C(\C)CC(=O)Nc2ccc(OC)cc2)cc1 | -15%
CCCC1CCC(=NNC(=O)OC(C)(C)C)CC1 (configuration not stated) | 9%
CCS(=O)(=O)C1=NSC2=NC(=O)/C(=C\c3cc(C)n(-c4cccc(OC)c4)c3C)C(=N)N21 | 8%
COc1ccccc1C(=O)NNC(=O)c1sccc1-n1cccc1 | -14%
O=C(O)/C=C/C(=O)NCCc1ccc(Cl)cc1 | 3%[57.5 µM]
COCCn1c(SCC(=O)Nc2ccc3[nH]c(=O)[nH]c3c2)nc2ccccc2c1=O | -15%[57.5 µM]
O=C(COC(=O)c1ccc2ncsc2c1)Nc1ncc(Cl)cc1Cl | 2%
CSc1nc2c(c(=O)n1-c1ccc(F)cc1)SCC2 | -4%
COc1ccc(-c2nc(/C=C3\C(C)=Nc4ccccc43)c(O)o2)cc1 | 1%
COc1ccc(C2CC(c3cccs3)Nc3nnnn32)cc1 (configuration not stated) | 6%
COc1ccc(-c2nnn(CC(=O)N(CCCN3CCOCC3)C(C(=O)NC3CCCC3)c3ccc(C)o3)n2)cc1 (configuration not stated) | 5%
O=C(O)C(Oc1ccc2ccc(=O)oc2c1)c1ccccc1 (configuration not stated) | -2%
O=C(c1cccc(F)c1)N1CCC2(CCCN(Cc3ccccc3)C2)CC1 | -6%
O=c1oc2ccccc2c(O)c1Cc1cc(Cl)c2cccnc2c1O | -3%[57.5 µM]
Cc1cc([N+](=O)[O-])nn1CC(=O)Nc1nccs1 | 4%

Next compounds:
structure | ERK EGF block
C[C@@H]1CCC2[C@@H](C)[C@@H](O)O[C@@H]3O[C@@]4(C)CC[C@@H]1[C@@]23OO4 (some centres not stated) | 34%
CCOC(=O)C1=C(N)OC2=C(C(=O)CC(C)(C)C2)C1c1ccc(C)s1 (configuration not stated) | -10%
COc1ccc(N(C)C(=O)c2oc(=O)c3ccccc3c2-c2ccc(C)cc2)c(OC)c1 | 7%[57.5 µM]
O=C(COc1ccccc1[N+](=O)[O-])OC1CCS(=O)(=O)C1 (configuration not stated) | 2%
O=C(O)CC1NC(=O)N(C2CCCCC2)C1=O (configuration not stated) | 4%
O=C(O)CC(NC(=O)c1ccc2c(c1)OCO2)c1cccc([N+](=O)[O-])c1 (configuration not stated) | 4%
O=[N+]([O-])c1cc(-c2ccc(C(=S)N3CCOCC3)o2)ccc1Cl | ?
COc1ccc(COc2ccc(C3C(S(=O)(=O)c4ccccc4)CON3C)cc2OC)cc1 (configuration not stated) | ?
CN1CCN(c2nc3cc(C(F)(F)F)ccc3n3cccc23)CC1 | ?
O=C(NCc1ccccn1)C(C(=O)c1cccc([N+](=O)[O-])c1)n1cc(Cl)ccc1=O (configuration not stated) | -2%
C=CCNC(=O)c1onc(CSc2ccncc2)c1C(=O)NCC=C | 4%[57.5 µM]
CN(C1CCS(=O)(=O)C1)S(=O)C12CC3CC(CC(C3)C1)C2 (configuration not stated) | 4%
COc1ccccc1CNC(=S)Nc1cc(C)ccc1C | -6%
CN(C)C(=S)NC(=O)C12CC3(C)CC(C)(CC(C)(C3)C1)C2 | 1%[57.5 µM]
Cc1ccccc1C(=O)NN1CCOCC1 | 9%
COc1ccc(Nc2cc(C(=O)NCc3ccco3)c3ccccc3n2)c(OC)c1 | -1%
CCOC(=O)C1(Cc2cccc(F)c2)CCN(Cc2cnc(C)s2)CC1 | 1%
Cc1ccnc(NC(=O)COc2ccc(Cl)cc2)n1 | -12%[57.5 µM]
NC(=O)c1c(NC(=O)c2cccnc2Cl)sc2c1CCCC2 | -3%
O=C(CN1CCCCC1)N1CCN(S(=O)(=O)c2ccccc2)C1 | -1%

More entries follow.
structure | ERK EGF block
Cc1cc(C)nc(SCc2cc(=O)c(OC(=O)c3ccc(Br)o3)co2)n1 | -6%
Cc1cc(C)nc(NC(=O)CCC2CCCC2)c1 | -2%
Cc1ccc(C2Nc3ccccc3C(=O)N2CCN2CCNC2=O)cc1 (configuration not stated) | -6%[57.5 µM]
O=Nc1c(-c2cccc([N+](=O)[O-])c2)nc2ncccn12 | 2%[57.5 µM]
CCOc1ccccc1NC(=S)NCCc1ccccc1 | ?
O=C1N=C(N2CCCC2)S/C1=C\c1cn[nH]c1-c1ccccc1 | 4%
CCSC1=N/C(=C\c2ccc3c(c2)OCO3)C(=O)S1 | 5%
Cc1ccc(S(=O)(=O)N2CCOCC2)cc1NC(=O)CSc1nc2ccccc2c(=O)n1Cc1ccccc1 | 4%
CCOC(=O)CSc1nc(C)cc(Oc2ccc(=O)n(C)n2)n1 | 1%
CN1CCN(c2ccccc2NC(=O)c2c(F)cccc2F)CC1 | 2%
Cc1ccc(CNC(=O)CN(C)S(=O)(=O)c2cnc[nH]2)cc1 | -4%
CC(C)(O)C#Cc1ccc(C(=O)NCCc2ccc(S(N)(=O)=O)cc2)cc1 | 5%
Cn1nnnc1Sc1ncnc2scc(-c3ccc(F)cc3)c12 | 5%[57.5 µM]
O=C(Cc1ccc(F)cc1)NCC1CCCO1 (configuration not stated) | -10%
Cc1cc(C)cc(NC(=O)COC(=O)CCCC2=NS(=O)(=O)c3ccccc3N2)c1 | -8%
Cc1ccc(S(=O)(=O)N(C)C)cc1NC(=O)C1CCC1 | -3%[57.5 µM]
CCc1cccc(C)c1NC(=S)N(CCN(C)C)C(C)c1cccnc1 (configuration not stated) | 6%
CCCn1c(SCC(=O)Nc2ccc(C(=O)Nc3ccccc3OC)cc2)n[nH]c1=O | -1%
N#C/C(=C\c1ccc(OCc2ccc(F)cc2)cc1)C(=O)Nc1cccc(C(=O)O)c1 | -20%[57.5 µM]
O=C(O)C1=C[C@@H](c2csc3ccccc23)C[C@@H](OCCCCO)O1 | -8%[57.5 µM]

(further entries)
SMILES	ERK EGF block
NC(=S)N=Nc1c(O)[nH]c2c(Br)cc(Br)cc12	0%
COCCN(C(=O)CCc1ccccc1OC)c1nnc(-c2cccnc2)s1	-1%
OCCC1CN(Cc2nc(-c3ccccc3)cs2)CCN1C1CCCC1 (configuration not stated)	-13%
CC(C)NC(=O)NC(=O)COC(=O)c1cccc(OC(F)F)c1	8%
Cc1nn(Cc2ccccc2)c(C)c1NC(=O)CCCn1nc(C)c([N+](=O)[O-])c1C	1%
O=C(O)/C=C/C(=O)Nc1ccccc1C(=O)OCC(=O)c1ccc2c(c1)OCCO2	16%
CCCCSCc1nc2ccccn2c1Br	6%
Cc1ccc(N/N=C(\Cc2nc3ccccc3[nH]2)c2ccccc2)cc1	-1%

Reformatted with each value named: entries from further up
NC(=S)N=Nc1c(O)[nH]c2c(Br)cc(Br)cc12
  ERK EGF block = 0%
COCCN(C(=O)CCc1ccccc1OC)c1nnc(-c2cccnc2)s1
  ERK EGF block = -1%
OCCC1CN(Cc2nc(-c3ccccc3)cs2)CCN1C1CCCC1 (configuration not stated)
  ERK EGF block = -13%
CC(C)NC(=O)NC(=O)COC(=O)c1cccc(OC(F)F)c1
  ERK EGF block = 8%

Pulled by structure from the list above:
SMILES	ERK EGF block
CC(C)NC(=O)NC(=O)COC(=O)c1cccc(OC(F)F)c1	8%
NC(=S)N=Nc1c(O)[nH]c2c(Br)cc(Br)cc12	0%
Cc1nn(Cc2ccccc2)c(C)c1NC(=O)CCCn1nc(C)c([N+](=O)[O-])c1C	1%
CCCCSCc1nc2ccccn2c1Br	6%
O=C(O)/C=C/C(=O)Nc1ccccc1C(=O)OCC(=O)c1ccc2c(c1)OCCO2	16%
OCCC1CN(Cc2nc(-c3ccccc3)cs2)CCN1C1CCCC1 (configuration not stated)	-13%
COCCN(C(=O)CCc1ccccc1OC)c1nnc(-c2cccnc2)s1	-1%

Additional structures follow.
SMILES	ERK EGF block
Cc1cc(-c2csc(N)n2)c(C)n1Cc1ccccc1	2%
COc1ccc(/C=C/C(=O)ONC2=NCCCCC2)cc1OC	7%
CC(C)c1nc(NCCO)c(C#N)c2c1CCCC2	-7%[57.5 µM]
O=c1c(-c2cccs2)nc2cnc(N3CCNCC3)nc2n1-c1ccccc1	?
CCOC(=O)C1=C(C)N=C2SCCC(=O)N2[C@@H]1c1cccs1	0%[57.5 µM]
CC1CC[C@@]2(C(=O)O)CCC3(C)C(=CCC4[C@]5(C)CC(O)C(O)[C@](C)(CO)C5C(O)C[C@@]43C)C2C1C (some centres not stated)	-5%
COc1ccc(S(=O)(=O)NC(C(C)C)C(C)C)cc1OC	-14%
CC(C)NC(=S)N1CCC(Cc2ccccc2)CC1	-1%

(further entries)
SMILES	ERK EGF block
COc1cc(C(=O)NCCCNc2nc3cc(C)c(C)cc3cc2C#N)cc(OC)c1OC	1%
Cc1ccc2[nH]c(=O)c(CN(CC3CCCO3)C(=S)Nc3ccccc3)cc2c1 (configuration not stated)	-8%
COc1ccccc1N1CCN(CC(=O)NCC2CCCO2)CC1 (configuration not stated)	-11%
CC(=O)Nc1ccc(Nc2cc(C(C)C)nc3c(-c4ccccc4)c(C)nn23)cc1	?
CC(=O)n1nc(-c2ccc(C)cc2)nc1NCc1ccco1	-1%
COc1ccc2c(CC(=O)OCC(=O)Nc3ccc(S(N)(=O)=O)cc3)coc2c1	-7%[57.5 µM]
CCOc1cc(/C=N/NC(=O)C(C)Sc2ccccc2)ccc1O (configuration not stated)	-8%
Cc1ccc(C(=O)CSc2nc3ccccc3c(=O)[nH]2)cc1C	2%

Remaining list, next part:
SMILES	ERK EGF block
COc1ccccc1N(C)S(=O)(=O)c1ccc(C(=O)OCC(=O)N2CCC2)cc1	9%
COCCN(C(=O)CN1CCN(S(=O)(=O)c2ccc(F)cc2)CC1)c1c(N)n(Cc2ccccc2)c(=O)[nH]c1=O	-1%
O=C(O)c1ccc(N2C(=O)/C(=C/C=C/c3ccccc3)SC2=S)cc1	-5%
O=C(Nc1ccc(F)c(Cl)c1)NC1CC1	-1%[57.5 µM]
O=C(O)c1ccccc1C(=O)c1ccc(Sc2ccc(Cl)cc2)c([N+](=O)[O-])c1	-8%[57.5 µM]
Nc1nc(SC23CC4CC(CC(C4)C2)C3)ns1	-6%[57.5 µM]
COCCCNC(=O)CSc1c2c(nc3ccc(Cl)cc13)CCCC2	1%
COc1ccccc1CNC(=O)CN(C)S(=O)(=O)c1cccc2cccnc12	5%[57.5 µM]

Further entries follow.
SMILES	ERK EGF block
Nc1c(Cl)ncnc1N1CCCC1	-5%
Cc1nc2n(COCCO)cnn2c(=O)c1Br	1%
NNC(=O)c1ccc(COc2ccc3c(c2)CCC3)cc1	4%
O=C(c1ccc(Cl)cc1[N+](=O)[O-])N1CCN(c2ccccn2)CC1	8%
COc1ccc(NC(=O)c2nc[nH]c2C(=O)N2CCN(c3ccccc3)CC2)cc1	-2%[57.5 µM]
O=C1/C(=C\c2cccnc2)CN(Cc2ccccc2)C/C1=C\c1cccnc1	?
CC(=O)Nc1ccc(NC(=O)c2ccccc2S(=O)(=O)c2ccccc2[N+](=O)[O-])cc1	2%
Cc1ccc(OCc2nnc(SC(C)C(=O)O)n2Cc2ccccc2)cc1 (configuration not stated)	1%

Additional results
SMILES	ERK EGF block
NC(=O)NC(=O)COC(=O)CCCSc1nc2ccccc2s1	-5%[57.5 µM]
COC(=O)c1ccc(C(NC(=O)OCc2ccccc2)/C(F)=C/[C@@H](C)C(=O)NCc2cc(F)cc(F)c2)cc1 (some centres not stated)	13%
CNC(=O)c1cc2ncc(C(F)(F)F)cc2s1	2%
C/C(=N\NC(=S)Nc1ccc(C)cc1)c1cccc(N)c1	2%
O=c1c2ccccc2nc2ccccn12	-3%
COc1cccc(OCC(=O)NNC(=S)Nc2ccc(Cl)cc2Cl)c1	3%
Cc1cccc(CSCCNC(=O)CCSc2ccccc2)c1	10%
CCOc1ccc(CCNC(=O)CSc2cc(=O)n(C)c3cc(Cl)ccc23)cc1OCC	-5%

Following part:
SMILES	ERK EGF block
C(=N\Nc1nc(Nc2ccccc2)nc(N2CCCCC2)n1)/c1ccco1	-3%
O=C(NC(=S)NCCCN1CCOCC1)c1ccc([N+](=O)[O-])cc1	-1%
Cc1ccc(-n2c(-c3ccco3)n[nH]c2=S)cc1	3%
CC1=CC(C)(C)N(C(=O)CNC2CCCCC2)c2cc(C)ccc21	0%
Cc1cc(C)cc(C(=O)NCC(=O)OCC(=O)c2cc(C)n(CC(F)(F)F)c2C)c1	-10%
COC(=O)c1c(C)oc(C)c1S(=O)(=O)NCC1CC1	1%[57.5 µM]
O=C1CC(N2CCN(c3ccccc3)CC2)C(=O)N1Cc1ccc(Cl)cc1 (configuration not stated)	7%
CCc1cccc(CC)c1NC(=S)NCCc1ccc(O)c(O)c1	-5%

Next records
SMILES	ERK EGF block
CC(C)C(NC(=S)Nc1ccccc1)C(=O)O (configuration not stated)	18%
C/C(CC(=O)NC12CC3CC(CC(C3)C1)C2)=N\NC(=O)Cc1cccs1	1%
CN(C)c1nc(C=C(C#N)C#N)c(Cl)n1-c1ccc(F)cc1	0%
Cc1ccc2nc(-c3ccc(NC(=S)NC4CC(C)(C)NC(C)(C)C4)cc3)sc2c1	?
COc1ccccc1CNC(=O)C1CCC1	2%
COc1ccc(NS(=O)(=O)c2cc(NC(=O)c3cccs3)ccc2N2CCOCC2)cc1	?
O=C1N(Cc2cccc(Cl)c2)C[C@@H]2C[C@@H](c3cccc4ncccc34)N3CCC[C@@]123	27%
CCCN1C(=O)/C(=N\OCC(=O)NC23CC4CC(CC(C4)C2)C3)c2ccccc21	-2%
Cc1[nH]c2ccccc2c1/C=N\NC(=O)CNc1ccc2c(c1)OCO2	-3%
Cc1cccc(NS(=O)(=O)c2ccc3c(c2)NC(=O)CC(=O)N3)c1	-3%

An excerpt; rates above refer to the full screens.
